Assay outcomes from PubChem BioAssay.
p47phox inh: inhibitors of human p47phox binding | inhibition, % at 24.7 µM | p47phox/p22phox peptide binding, fluorescence polarization, 2 h | P14598 | 220,000 compounds, 0.53% hits;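 active = inhibition above about 30%, limit read from the data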;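 note: 0% = p47phox with labelled peptide and 100% = labelled peptide alone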
Target sequence (P14598 whole entry, looked up): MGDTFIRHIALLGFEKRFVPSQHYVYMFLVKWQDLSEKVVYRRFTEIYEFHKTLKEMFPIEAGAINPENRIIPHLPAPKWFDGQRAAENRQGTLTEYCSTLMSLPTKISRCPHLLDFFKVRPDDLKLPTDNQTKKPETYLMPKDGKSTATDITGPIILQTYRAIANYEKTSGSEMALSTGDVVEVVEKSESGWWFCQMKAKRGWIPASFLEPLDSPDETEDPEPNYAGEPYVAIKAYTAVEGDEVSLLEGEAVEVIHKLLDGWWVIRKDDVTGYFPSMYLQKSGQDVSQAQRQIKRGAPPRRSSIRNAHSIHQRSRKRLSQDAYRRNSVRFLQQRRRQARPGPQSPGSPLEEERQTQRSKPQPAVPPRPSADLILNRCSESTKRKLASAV
PPC-1+TRAIL kill: kills PPC-1 cancer cells in the presence of TRAIL. PPC-1 cells + TRAIL, ATPLite viability luminescence. cell killing (% activity), % at 4 µM. 220,000 compounds, 0.41% hits. AID 1443;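 active = cell killing above 50% in the first pass at 4 µM, then a duplicate retest at 5 µM averaging 50% or more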;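 note: plate controls were cells with TRAIL plus DMSO for no effect and medium-only wells lacking cells for full effect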
Furin inh: blocks human furin protease activity; AID 463115; inhibition, % at 30 µM; purified furin, fluorogenic substrate cleavage; 220,000 compounds, 0.061% hits; P09958; in the data active = inhibition above about 25%; note: inactives centre near -15
TbHK1 inh: T. brucei hexokinase 1 inhibition | recombinant TbHK1, G6PDH-coupled NADH A340 | inhibition, % at 10 µM | 220,000 compounds, 0.11% hits;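 active = inhibition of 50% or more in the single-dose primary screen; inactive = inhibition below 50%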
RBBP9 inh: inhibitors of human serine hydrolase RBBP9; O75884; 220,000 compounds, 0.2% hits; AID 1515; recombinant RBBP9, FP-Rh probe fluorescence polarization; inhibition, % at 7.94 µM;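 active = inhibition above the campaign mean of all tested compounds plus 3 SD, cut at about 14% in these data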;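 note: plate controls were DMSO wells with RBBP9 for no effect and wells lacking RBBP9 protein for full effect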
Target sequence (O75884 whole entry, looked up): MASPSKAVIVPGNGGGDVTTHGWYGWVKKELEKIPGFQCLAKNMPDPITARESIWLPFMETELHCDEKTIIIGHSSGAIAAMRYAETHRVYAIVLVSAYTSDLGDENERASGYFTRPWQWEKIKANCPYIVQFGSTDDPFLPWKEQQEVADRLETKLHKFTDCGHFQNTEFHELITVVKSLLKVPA
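System: RBBP9 protein / Quantity: 2.5 µM RBBP9 dispensing solution, before mixing / Also added: Serine-hydrolase probe FP-Rh, 375 nM pre-mixing / Dosing: 7.94 µM single dose, 0.794% DMSO / Timing: enzyme-compound preincubation 30 min, then probe labeling 45 min, 25 °C / Signal: FP readout at 525/598 nm / Controls: DMSO-treated enzyme wells and wells lacking RBBP9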
p97 ATPase inh: human p97 ATPase inhibition. inhibition, % at 8 µM. AID 1481. P55072. recombinant p97 ATPase, Kinase-Glo ATP luminescence, 3 h. 220,000 compounds, 0.42% hits; in the data active = inhibition above about 15%;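 note: 0% = DMSO vehicle and 100% = wells lacking enzyme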
PGE2 EP2 inh: EP2 receptor (human) inhibition; P43116; C6 glioma cells expressing human EP2, cAMP TR-FRET; cells stimulated with saturating PGE2; inhibition, % at 25 µM; 260,000 compounds, 0.52% hits; AID 1422;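 active = percent inhibition above 40 after rounding to a whole number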;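 note: rat C6 glioma host cells with rolipram phosphodiesterase inhibitor present; the protocol text gives 20 µM as final concentration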
Target sequence (P43116 whole entry, looked up): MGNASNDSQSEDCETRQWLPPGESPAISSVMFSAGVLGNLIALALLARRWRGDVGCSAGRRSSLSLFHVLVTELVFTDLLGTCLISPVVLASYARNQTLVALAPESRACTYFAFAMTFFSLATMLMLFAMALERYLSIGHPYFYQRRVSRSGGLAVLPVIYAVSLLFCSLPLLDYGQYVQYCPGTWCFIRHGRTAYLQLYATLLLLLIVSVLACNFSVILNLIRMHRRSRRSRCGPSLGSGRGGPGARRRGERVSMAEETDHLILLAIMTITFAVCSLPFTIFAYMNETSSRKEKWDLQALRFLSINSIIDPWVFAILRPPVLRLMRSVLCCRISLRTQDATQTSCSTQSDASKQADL
BaF3 tox: parental Ba/F3 viability inhibition as JAK2V617F counter-screen. 220,000 compounds, 1.1% hits. inhibition, % at 5.6 µM. AID 1486. CellTiter-Glo ATP luminescence;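 active = inhibition above a per-campaign cutoff, the mean inhibition of all tested compounds plus 3 SD, cut at about 27% in these data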;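 note: 0% = DMSO wells and 100% = JAK Inhibitor I control wells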
Ba/F3 V617F tox: loss of viability in JAK2V617F-driven Ba/F3 cells. Ba/F3 EpoR-JAK2V617F viability, ATP luminescence. inhibition, % at 5.6 µM. 220,000 compounds, 1.1% hits;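 active = inhibition above the campaign mean plus 3 SD over all tested compounds, cut at about 24% in these data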;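 note: cytokine-independent growth of Ba/F3 cells driven by EpoR plus mutant JAK2; 0% = DMSO-treated cells and 100% = JAK inhibitor I control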
An asterisk follows results filed as active; nt = no result given; [ ] = dose if it differs, or a comment. A portion of the library; the hit share may differ from the screen's.

Every second line gives: PPC-1+TRAIL kill, Ba/F3 V617F tox, Furin inh, RBBP9 inh, p47phox inh, PGE2 EP2 inh, TbHK1 inh, BaF3 tox, p97 ATPase inh
COc1cc(OC)c(OC)cc1CN1CCC(O)CC1
    -3, -2, -14, -7, -8, 9, -3, -2, 9
O=C(OCC(=O)N1N=C(c2ccc(Cl)cc2)CC1c1ccco1)c1ccccc1O (stereo unspecified)
    5, -5, -4[20 µM], 2, -39, 6, -18, 0, -1
COc1ccc(-n2c(CNC(=O)COc3ccc(Cl)cc3)n[nH]c2=S)cc1
    28, 3, -21, -7, -2, 6, 7, 2, -1
Cc1occc1-c1nnc(SCC(=O)Nc2ccc(F)cc2)n1Cc1ccccc1
    10, 4, -3, -9, -7, 16, 6, 4, -6
Cc1nc(-c2nc(CC(=O)NNC(=O)c3ccc(Cl)cc3)cs2)cs1
    16, -5, -16, 11, 5, 11, -12, -2, 9
Cc1cc([N+](=O)[O-])nn1CC(=O)N1CCN(Cc2ccccc2)CC1
    1, -4, -14, 3, -17, 2, -1, 0, 7
CCCCNC(=O)c1ccc(CS(=O)(=O)c2cccc(C(F)(F)F)c2)o1
    7, -2, -19, -5, 0, 5, 5, 4, 4
Cc1cc(C(=O)N/N=C/c2cc([N+](=O)[O-])cc(C)c2O)n[nH]1
    27, -1, -7, -7, -7, 7, 1, 4, 8
COc1ccc(S(=O)(=O)Nc2c(C)c(C)cc3c2ncn3C)cc1
    3, 1, -28, -10, 2, 4, -3, 2, 4
CC(C)N(CCc1ccncc1)C(=S)Nc1ccc(F)c(Cl)c1
    4, 0, -22, 1, -21, 5, -4, 5, 1
COc1ccc(CCNc2ccc(C(CC(N)=O)NC(=O)Cc3cccc4ccccc34)cc2[N+](=O)[O-])cc1 (stereo unspecified)
    1, nt, -24, nt, 9, 13, -6, nt, nt
Cc1cccc(NC(=O)c2ccccc2NC(=O)C2CCCCC2)c1C
    nt, 3, -5[20 µM], -7, -9, 10, -1, 4, -2
COc1cc(-c2nnc(SCC(=O)c3ccccc3)o2)cc(OC)c1OC
    0, 3, -20, -3, -1, 8, 0, 7, -1
Cn1nnc(NC(=O)C(c2ccccc2)c2ccccc2)n1
    16, 4, -9, -7, 5, 10, 3, 4, 1
CC(=O)N=C1SC2CS(=O)(=O)CC2N1Cc1ccc(C)cc1 (stereo unspecified)
    -6, -1, -11, -10, 6, 3, 7, 3, -1
CC(=O)/C=C1\SC(CC(=O)O)C(=O)N1c1ccccc1 (stereo unspecified)
    3, 2, 1[20 µM], -10, -7, 14, -14, 4, -6
COc1cccc(C(=O)N2CCSC2=S)c1
    -16, 1, -7, 2, -14, 2, 57*, 8, 6
COC(=O)c1ccc(OC(=O)c2ccccn2)cc1
    17, -6, -13, -7, 0, 5, -1, -4, 4
COc1ccc(C2CC2C(C)=O)cc1 (stereo unspecified)
    16, 1, -18, -10, -10, 8, 4, 6, 2
CCC(=O)Nc1ccc(S(=O)(=O)NCCc2ccccc2)cc1
    18, -2, -10[20 µM], -1, -1, 11, 4, 1, 1
Cc1ccc(S(=O)(=O)/N=C/c2ccco2)cc1
    0, -2, -29, -7, -2, 12, 5, -2, 4
CC1CCN(S(=O)(=O)c2ccc3[nH]c(=O)c(=O)[nH]c3c2)CC1
    4, 10, 3, -5, -2, 10, -8, 4, -2
O=C(COc1ccc(-n2ccnc2)cc1)Nc1cccc(Cl)c1
    5, 2, -23, -6, -8, 5, 2, 6, 2
COc1ccccc1Cc1noc(C(C)(C)NC(=O)c2ccccc2)n1
    7, 3, -16, -2, -14, 10, -4, 4, -6
O=C(COC(=O)C1CCN(S(=O)(=O)c2cccs2)CC1)c1cc2ccccc2o1
    16, -4, -2[20 µM], -10, -93, 11, -1, 5, 4
O=C(N/N=C/c1ccccc1C(=O)O)c1ccc(COc2cccc3cccnc23)cc1
    -6, -7, -22, 0, -7, 3, 2, 3, 8
CN(C)CCCNCCCNC(=O)/C(=N\O)c1ccccn1
    5, -3, -23[20 µM], -10, -4, 9, 1, -2, 2
COc1cccc(C(C(=O)NCc2ccco2)N(Cc2ccco2)C(=O)Cn2nnc3ccccc32)c1 (stereo unspecified)
    26, -1, -13[20 µM], 5, 15, nt, -5, 1, 1
CC(C)Sc1oc(-c2ccco2)nc1S(=O)(=O)c1ccc(F)cc1
    -8, -2, -10[20 µM], -11, -21, 7, 4, 1, -3
Cn1c(SCC(=O)Nc2cccc3ccccc23)nc(O)cc1=O
    10, 1, 11[20 µM], -6, -16, 7, -2, 2, 5
O=C(Cn1ncc2c1-c1ccccc1OC2)N1CCN(Cc2ccc3c(c2)OCO3)CC1
    22, 1, -24, -8, -7, 14, -19, 9, 0
CC1CCCC(NC2CCCCNC2=O)C1 (stereo unspecified)
    10, -3, -2, 2, -5, 1, -11, -1, 3
COCCCNC(=S)NNC(=O)c1ccccc1Br
    -17, 5, -6, -8, -10, 9, 5, 5, -1
O=C(C1CC1(c1ccccc1)c1ccccc1)N1CCOCC1 (stereo unspecified)
    7, 4, -10[20 µM], -1, -10, 12, 3, 7, -2
CC(NC(=O)Cn1cc(C(F)(F)F)ccc1=O)c1ccc(F)cc1 (stereo unspecified)
    10, 1, -37, -6, -12, 6, 1, 6, 5
Cc1ccc(-c2nn(CC(=O)N(C)C)c(=O)c3ccccc23)cc1S(=O)(=O)N(C)C
    -26, -5, -17[20 µM], 10, 4, 5, -8, 4, 2
O=C1CC(=O)N(CCNc2ncc(C(F)(F)F)cc2Cl)C(=O)N1
    26, 0, -16[20 µM], -9, -36, 8, 6, 1, 0
Cc1cccc(CN2CCN(CC(=O)NCCCN3CCN(c4ccc(F)cc4)CC3)C2=O)c1
    1, 5, -23[20 µM], -5, 8, 9, -2, 6, -6
COc1ccc(C(=O)NCCSCc2ccco2)cc1OC
    22, -3, -17, 0, -3, 2, -1, -1, 4
COc1cc(OC)cc(C(=O)Nc2ccccc2N2CCOCC2)c1
    -8, 0, -23, -10, 1, 6, 1, 1, 4
COc1ccc(CC(=O)c2c(O)cc(O)cc2O)cc1OC
    22, -2, -7[20 µM], -15, 8, 9, -30, 4, -2
CCOc1ccccc1Nc1nc(-c2sc(NC(=O)c3ccco3)nc2C)cs1
    -3, 4, -8[20 µM], -8, -39, 2, -17, 2, 0
O=[N+]([O-])c1ccc(N=Cc2ccc(Br)c([N+](=O)[O-])c2)cc1
    -4, -1, -12, 4, 2, 10, -14, 2, 1
COCCNC(=O)CSc1ncnc2sccc12
    15, -4, -20[20 µM], -1, -3, 11, -2, 0, 0
CC(NC(=S)NCCc1ccccc1)C(c1cccs1)N1CCN(Cc2ccccc2)CC1 (stereo unspecified)
    17, -3, -17, -1, -7, 13, 4, 3, 5
COC(=O)C(C)Sc1nnc(Cc2cc(=O)[nH]c(=O)[nH]2)n1-c1ccc(OC)cc1 (stereo unspecified)
    -12, 2, -5, 6, -52, 18, -4, 11, 0
O=C1c2ccccc2C(=O)N1CCCCN(C(=O)c1cc2ccccc2oc1=O)c1ccc(Cl)cc1
    16, -5, -2, -1, -13, 7, 3, -1, 1
CCN(CC)C(=O)CSc1nnc(-c2cccnc2)n1Cc1ccccc1
    9, -4, -12[20 µM], -3, 0, 10, -11, 1, -1
CC(C)Cn1c(N2CCN(C(=O)c3cccs3)CC2)nc2ccccc21
    17, 0, -21, -1, -3, 9, 7, 4, 1
Cc1ccc2cc(C)c(N3CCC(C)CC3)nc2c1
    20, 0, 1, -7, 0, 2, -2, 3, -3
CC(CO)NCC12CC3CC(CC(C3)C1)C2 (stereo unspecified)
    23, -4, -23, -2, -1, 6, -2, -2, 8
Cc1ccc(CCNC(=O)C2CCN(S(=O)(=O)N3CCCC3)CC2)cc1
    10, -5, -7[20 µM], 6, 0, 4, 0, -2, 1
COC(=O)CC1C(=O)NCCN1Cc1cn(-c2ccc(C)cc2)nc1-c1cccc(C)c1 (stereo unspecified)
    4, 1, -13, -5, -41, 9, -5, 3, -3
CCC(=O)N(Cc1cc2cc(C)c(C)cc2[nH]c1=O)C1CCCCC1
    6, -2, -18, 1, -6, 12, -9, 5, -1
COc1ccc(S(=O)(=O)Nc2ccc(NC(C)=O)cc2)cc1Br
    -1, 1, -27, 2, 5, 10, -6, 2, -3
CC(C)C[C@@H]1NC(=O)[C@H](CO)NC(=O)c2cc([N+](=O)[O-])cc(I)c2OCC[C@@H](C(N)=O)NC1=O
    15, -2, -11, -1, -4, 11, -9, 5, -2
Cn1nc(C(=O)Oc2cc(=O)n(C)c3ccccc23)c2ccccc2c1=O
    6, 4, -33, -4, -4, 10, -7, 4, -1
Cc1ccc(N(C(=O)Cn2nnc(-c3cccs3)n2)C(C(=O)NC2CCCC2)c2ccncc2)cc1 (stereo unspecified)
    8, -2, -13[20 µM], 0, -5, 7, -13, 6, 0
O=C(Nc1nc2c(s1)CCCC2)c1cccnc1
    19, 1, -13, -11, -2, 9, -12, 4, -6
O=S1(=O)C[C@@H](N2CCOCC2)[C@H](N2CCOCC2)C1
    nt, 4, -10, -3, 1, 5, 0, 7, 0

Printed as active in TbHK1 inh, of those listed so far:
| molecule | Furin inh | RBBP9 inh | p47phox inh | TbHK1 inh | p97 ATPase inh |
| --- | --- | --- | --- | --- | --- |
| COc1cccc(C(=O)N2CCSC2=S)c1 | -7 | 2 | -14 | 57* | 6 |

Ordered by number of heavy atoms (ascending): part of the list above
Every second line gives: PPC-1+TRAIL kill, Ba/F3 V617F tox, Furin inh, RBBP9 inh, p47phox inh, PGE2 EP2 inh, TbHK1 inh, BaF3 tox, p97 ATPase inh
Cc1ccc2cc(C)c(N3CCC(C)CC3)nc2c1
    20, 0, 1, -7, 0, 2, -2, 3, -3
O=[N+]([O-])c1ccc(N=Cc2ccc(Br)c([N+](=O)[O-])c2)cc1
    -4, -1, -12, 4, 2, 10, -14, 2, 1
CC(C)C[C@@H]1NC(=O)[C@H](CO)NC(=O)c2cc([N+](=O)[O-])cc(I)c2OCC[C@@H](C(N)=O)NC1=O
    15, -2, -11, -1, -4, 11, -9, 5, -2

Additional records follow:
Every second line gives: PPC-1+TRAIL kill, Ba/F3 V617F tox, Furin inh, RBBP9 inh, p47phox inh, PGE2 EP2 inh, TbHK1 inh, BaF3 tox, p97 ATPase inh
COC(=O)c1[nH]c2cccc(OC)c2c1NC(=O)CN(C)CC1OCCO1
    19, -1, -7[20 µM], -5, -7, 5, -9, 0, 11
CC(=O)NS(=O)(=O)c1ccc(NC(=O)C(Sc2ccccc2)c2ccccc2)cc1 (stereo unspecified)
    10, -4, -26[20 µM], -7, 0, 10, 1, 2, 1
O=C1CC(Cc2ccc(Cl)cc2)C(=O)N1c1cc(Cl)ccn1 (stereo unspecified)
    8, -1, 8, -9, -8, 8, -9, -4, 7
Cc1nn(-c2nnc(NC3CCCCC3)nn2)c(C)c1Br
    20, -4, -12, -3, 2, 10, -1, 4, -4
CCOC(=O)c1c(NC(=O)Cn2nnc(-c3ccc(Cl)cc3)n2)sc(C)c1C
    15, 2, -10[20 µM], -8, -5, 13, -6, 4, -8
Cc1ccc(C(=O)Nn2c(O)c(C=C3N=c4ccccc4=N3)sc2=S)cc1
    -9, 0, -24[20 µM], 2, -19, 7, -3, 1, 2
C=CCOc1cccc(C2c3c(oc4ccccc4c3=O)C(=O)N2c2ccccn2)c1 (stereo unspecified)
    22, -3, -9, -5, 1, 4, -9, 0, 0
CCc1nnc(NC(=O)CSc2nnc(CNc3ccc(OC)cc3)n2C)s1
    9, 3, -11, -3, -11, 4, 30, 11, -5
C[C@@]12CCC=C[C@H]1[C@H](c1ccc3ccccc3c1)N(Cc1ccccc1)C2=O
    5, nt, -21, nt, -7, 7, -11, nt, nt
